# luminol inh ctr: counter-screen for Nox1 inhibitors: inhibitors of luminol chemiluminescence; HRP/luminol/H2O2 chemiluminescence counterscreen; inhibition, % at 6.7 µM; 0.4% of 16,000 active; AID 1823, 2009; further: reference of the scale not given here
# PME-1 Maybr inh: inhibitors of human PME-1 in Maybridge library; Protein phosphatase methylesterase 1 (Homo sapiens), Q9Y570; recombinant PME-1, FP-Rh probe fluorescence polarization; inhibition, % at 9 µM; 0.5% of 16,000 active; AID 2291, 2010; in the data active means inhibition above about 30%
# S1P1 agonist: activates the human S1P1 receptor; Sphingosine 1-phosphate receptor 1 (Homo sapiens), P21453; activation, % at 4.5 µM; S1P1 agonist cell-based reporter assay; 1.5% of 16,000 active; in the data active means activation above about 80%
# Target sequence (P21453 whole entry, looked up): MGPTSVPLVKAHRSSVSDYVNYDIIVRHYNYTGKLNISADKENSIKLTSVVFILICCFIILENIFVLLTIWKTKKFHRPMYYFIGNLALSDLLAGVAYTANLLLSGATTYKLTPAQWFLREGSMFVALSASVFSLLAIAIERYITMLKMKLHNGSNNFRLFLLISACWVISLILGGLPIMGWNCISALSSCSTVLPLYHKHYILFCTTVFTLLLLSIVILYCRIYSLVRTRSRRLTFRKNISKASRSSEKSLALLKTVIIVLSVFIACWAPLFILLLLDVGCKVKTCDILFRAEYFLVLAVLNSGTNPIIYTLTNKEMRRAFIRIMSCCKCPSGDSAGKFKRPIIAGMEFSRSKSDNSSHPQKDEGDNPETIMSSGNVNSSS
# rat GALR2 ag: agonists of rat galanin receptor 2 (GALR2) | 0.5% of 16,000 active | Galanin receptor type 2 (Rattus norvegicus), O08726 | activation, % at 10 µM | cell-based GALR2 agonist screen; in the data active means activation above about 15%
# Target sequence (O08726 whole entry, looked up): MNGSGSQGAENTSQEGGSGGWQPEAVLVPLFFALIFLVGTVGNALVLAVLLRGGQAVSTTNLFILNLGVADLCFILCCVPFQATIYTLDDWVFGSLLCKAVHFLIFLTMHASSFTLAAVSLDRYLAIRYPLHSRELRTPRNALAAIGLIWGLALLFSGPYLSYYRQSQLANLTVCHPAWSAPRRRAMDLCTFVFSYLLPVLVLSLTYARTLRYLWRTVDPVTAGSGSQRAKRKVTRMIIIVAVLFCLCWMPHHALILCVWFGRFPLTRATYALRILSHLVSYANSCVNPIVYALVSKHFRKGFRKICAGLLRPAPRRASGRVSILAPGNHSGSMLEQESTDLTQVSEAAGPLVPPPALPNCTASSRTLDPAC
# NOTCH ag: agonists of NOTCH signaling | NOTCH signaling luciferase reporter cells, luminescence | activation, % at 2.5 µM | 0.4% of 15,000 active | AID 434982, 2010; in the data active means activation above about 2.2%
# OPRK1 antag MB: antagonists of human kappa opioid receptor OPRK1, Maybridge library | OPRK1 cells, antagonist mode, fluorescence readout | 0.4% of 16,000 active | inhibition, % at 9 µM | Kappa-type opioid receptor (Homo sapiens), P41145; in the data active means inhibition above about 50%
# TLR4-MyD88 inh: inhibitors of human TLR4-MyD88 binding | Cell-based TLR4-MyD88 binding inhibition assay | inhibition, % at 10 µM | 0.06% of 16,000 active; in the data active means inhibition above about 45%
# Nox1 inhibitor: inhibitors of human NADPH oxidase 1 (Nox1). HT29 cells, luminol chemiluminescence ROS. inhibition, % at 6.7 µM. 0.81% of 16,000 active
# * marks the source's active call; other numbers are inactive results; nt = not tested or not shown. Unless noted, no stated cut-off is given here; in the data, active means inhibition above about 75%; inactive means the rest. This is a random part of the collection, and some 4.7% of all compounds hit somewhere here.
SMILES,luminol inh ctr,PME-1 Maybr inh,S1P1 agonist,rat GALR2 ag,NOTCH ag,OPRK1 antag MB,TLR4-MyD88 inh,Nox1 inhibitor
CN(C)c1ccc(-n2nnnc2SCC(=O)c2cc3ccccc3o2)cc1,19,-1,-26,-3,0.0,2,1,-12
O=c1[nH]oc(O)c1-c1ccccc1,2,5,10,-3,-0.1,-4,9,22
S=C(NCCCN1CCOCC1)N/N=C/c1ccc(Cl)cc1,5,2,-5,-6,-0.1,3,-7,13
Cc1nc(-c2cccs2)sc1C(=O)NN,4,2,-13,-7,0.9,2,-11,26
O=C(NCCOC(=O)c1c(F)cccc1Cl)c1c(F)cccc1Cl,2,5,-14,-4,-0.3,1,0,-48
Cc1cc(=O)oc2cc(NC(=O)c3nccnc3C(=O)O)ccc12,-2,2,1,-7,-0.8,13,-5,7
COc1ccc(OCCC(=O)NNC(=O)/C=C/c2ccc3c(c2)OCO3)cc1,-1,-1,4,-11,0.0,nt,0,-30
CCCN(CCC#N)C(=S)Nc1ccc(C)c(C)c1,-19,-3,2,-8,-0.6,5,1,-26
COc1ccc(CC(=O)N2CCN(c3ncccn3)CC2)cc1OC,2,-1,-9,-7,-0.3,-2,-5,-13
CC(C)=NN/C(N)=N/C(=S)Nc1ccccc1,10,-2,-7,-2,0.1,2,3,51
ON=C1C/C=C\CC(=NO)C/C=C\C1,-2,2,1,-9,0.4,1,5,-55
CC(=O)/C(N=Nc1cc(Cl)cc(Cl)c1)=C(\C)O,3,1,-8,-6,0.4,-8,3,-9
O=C(O)CNC(=O)c1c(F)cccc1Cl,0,1,-6,-4,0.2,-13,-3,-12
CC(=O)Nc1cccc(Oc2c(F)c(F)c(F)c(F)c2F)c1,3,-1,37,-2,-0.2,4,-6,-18
Cc1nc(C(F)(F)F)ccc1C(=O)Nc1oc(-c2ccccc2)cc1C#N,31,4,48,-1,0.0,10,11,-14
COC(=O)c1ccccc1NC(=O)c1ccccc1,1,-1,-32,-6,0.4,1,-1,-59
O=S(=O)(CCSc1nccc(-c2cccs2)n1)c1ccc(Cl)cc1Cl,5,-13,8,-7,-0.8,-37,7,-35
O=c1cc(-c2cccs2)oc2ccccc12,-4,5,-24,-5,-0.7,8,6,1
Cc1c(S(=O)(=O)N2CCCN(C(=O)OC(C)(C)C)CC2)cnn1-c1ccccc1,-8,8,28,-6,0.3,-13,1,-3
O=C1NN(C(=O)Nc2ccc(Br)cc2)[C@@H](c2ccccc2)[C@@H]1c1ccccc1,-5,10,-5,-2,0.1,5,19,0
O=c1[nH]cnc2cc(-c3ccc(F)cc3)sc12,-5,5,8,-7,-0.2,14,3,7
O=C(NC1CCS(=O)(=O)C1)c1ccc(-c2ccccn2)s1 (stereo unspecified),-5,2,0,-3,-0.3,32,4,4
Cc1cc(C(=O)O)cc(=O)[nH]1,-1,1,-9,-7,-0.8,19,12,-57
Cc1nc(C)c(S(=O)(=O)NCc2ccc(N3CCN(C)CC3)cc2)s1,0,0,-3,-5,0.2,8,-2,-54
COC(=O)C1=C(C)NC2=C(C(=O)CC(C)(C)C2)C1c1cn[nH]c1-c1ccccc1 (stereo unspecified),-5,5,-12,-6,0.5,-24,-9,-14
S=C1SCN(Cc2cccs2)CN1Cc1cccs1,4,2,-10,-10,nt,-14,4,-18
CCOC(=O)C1CCN(C(=O)c2c(-c3c(F)cccc3Cl)noc2C)CC1,2,6,8,-2,-0.7,-13,21,-115
Cc1ccc(Sc2cccc3nc(N)nc(N)c23)cc1,1,-2,-1,-5,-0.6,16,-10,-11
Cc1oc(-c2ccc(Cl)cc2)cc1-c1ccn[nH]1,-3,6,8,-4,-0.4,27,-5,-1
O=C(Nc1cccnc1)c1ccc(Oc2cc(Cl)cc(Cl)c2)o1,3,-3,8,0,0.2,-24,-3,-27
Cc1noc(C)c1NC(=O)Nc1cc(C(F)(F)F)cc(C(F)(F)F)c1,2,-7,-19,-9,-0.1,-3,-5,6
COC(=O)c1cc(OC)c(OC)c(OC)c1NC(=O)c1ccc([N+](=O)[O-])o1,-2,-3,-4,-7,-0.1,-8,3,-40
CC1(C)CC(=O)C=C(N2CCOCC2)C1,-5,4,1,-6,-0.1,-3,0,-13
COc1cc(/C=N/n2c(C)nc3c(ncn3-c3ccccc3)c2=O)cc(OC)c1OC,-1,1,-17,-7,nt,-21,1,-39
COc1ccc(C(=O)O)c(Cl)c1OC,-2,-2,-10,-4,0.1,8,-23,-25
COc1cc(NC(=O)C2CC(C)=C(C)CC2C(=O)O)cc(OC)c1 (stereo unspecified),1,1,-12,-5,0.1,-4,-6,-21
O=c1c2ccccc2nc2n1CCN2Cc1ccccc1,-5,6,5,-4,0.1,-7,-16,23
Cn1c(C(=O)O)ccc1S(=O)(=O)NCc1ccco1,-5,9,-2,-5,-0.2,26,1,2
C/C(=N\Nc1ccccc1)c1ccc(Oc2ncc([N+](=O)[O-])s2)cc1,29,3,-3,-5,-0.5,-44,-11,5
COc1ccccc1CC(=O)NC1CC2CCC(C1)N2C (stereo unspecified),3,-2,28,-6,-0.5,-2,14,-71
O=C(Sc1ccccn1)c1cnn(-c2ccccc2)c1C(F)(F)F,-5,5,-4,-5,-0.3,15,4,13
O=C1NCCCCC1N=CNO (stereo unspecified),-4,2,2,-5,nt,-3,-10,25
O=C(O)CCC(=O)Nc1ccccc1Oc1ccc(Cl)cc1Cl,4,-2,18,-5,-0.6,-3,12,-47
S=c1[nH]ccn1-c1cc(Cl)ccc1Cl,0,0,-10,-4,-0.9,6,-6,-6
CC1(C)CC(=O)c2cc(OCc3ccc([N+](=O)[O-])cc3)c(OCc3ccc([N+](=O)[O-])cc3)cc2O1,2,10,-2,6,-0.1,2,-43,-74
CCOC(=O)/C=C(\C)Nc1cccc(N/C(C)=C/C(=O)OCC)c1C,-2,1,-15,-5,nt,1,-2,-33
CN=C(C)/C(C(=O)OC)=C(/O)c1ccc(Cl)cc1Cl,2,1,-9,-7,nt,-7,0,-34
O=c1[nH]c(-c2ccc(O)cc2)nc2ccccc12,-48,1,3,-2,-0.1,12,12,-26
Cc1ccc(S(=O)(=O)Oc2ccccc2/C=N\NC(=S)Nc2cc(Cl)ccc2Cl)cc1,0,-60,-32,-9,-0.9,0,6,28
COC(=O)c1cc(OC)c(OC)cc1N1C(=O)CC(C)(C)CC1=O,-3,1,-13,-7,-0.4,20,-4,-18
O=[N+]([O-])c1ccc(-c2n[nH]c(=S)o2)o1,69,7,-6,-7,-0.1,17,-1,27
O=C(CSc1nc2cc(Cl)ccc2o1)c1cc2ccccc2o1,10,-13,-16,-7,-5.8,2,1,-20
O=S(=O)(Nc1cc(C(F)(F)F)ccc1F)c1cc(C(F)(F)F)ccc1Cl,-3,3,85*,-3,-0.5,14,-9,7
CCOC(=O)C(NC(=O)c1ccccc1Cl)(Nc1ccccn1)C(F)(F)F (stereo unspecified),-3,3,2,-5,-0.3,-8,2,-1
O=S(=O)(Oc1ccccc1N1CCOCC1)c1cccc(Cl)c1,-2,0,12,-6,-0.4,4,-7,-25
O=C1c2ccncc2C(=O)N1CO,-4,0,-8,-7,-0.1,-2,-5,-1
Cn1c(=O)c2c3nc4ccccc4cc3c(=O)n(C)c2n(C)c1=O,-7,10,10,-7,0.5,11,-1,5
CC(C)c1ccc(N=Nc2c(O)[nH]c(=S)[nH]c2=O)cc1,22,8,22,-4,-0.9,3,-3,31
COc1ccccc1C1OC(=O)C[C@H]1C(=O)Oc1cccc(C(F)(F)F)c1 (stereo partly specified),3,-3,-2,-8,-0.2,-1,6,-24
Cc1cc(S(=O)(=O)c2ccc(Cl)cc2)sc1C(=O)NCC(O)c1ccccc1 (stereo unspecified),2,5,19,-8,-0.8,-10,-7,-30

# Further compounds:
SMILES,luminol inh ctr,PME-1 Maybr inh,S1P1 agonist,rat GALR2 ag,NOTCH ag,OPRK1 antag MB,TLR4-MyD88 inh,Nox1 inhibitor
CC(C)(C)OC(=O)NCC(=O)NNC(=S)NCc1ccccc1,20,3,-3,-7,-0.3,1,-15,28
Cc1ccc(SCC(=O)NCc2cccs2)cc1,-1,-1,-7,-6,-0.2,14,10,-17
CC(=O)Oc1c(C)cccc1C(=O)O,1,2,-7,-5,-0.2,0,6,-56
CN(C)NC(=O)Nc1csnc1-c1c(Cl)cccc1Cl,-6,4,7,-5,-0.4,6,-9,4
Cc1cc(C(=O)O/N=C(\N)CSc2ncccc2C(F)(F)F)no1,-5,8,37,-7,0.1,16,-4,1
N#Cc1ccc(-c2ccon2)s1,-1,-2,-5,-3,0.0,-11,6,-45
CC(=O)c1ccn(S(=O)(=O)c2ccccc2)c1,0,-3,6,-3,0.1,14,-1,-50
O=[N+]([O-])c1c(Nc2ccc(Cl)cc2)ncnc1Nc1ccc(Cl)cc1,0,-2,-1,-6,-0.5,17,-4,4
O=S(=O)(c1cc(Br)c(Cl)s1)N1C=CC(C(F)(F)F)=NCC1,2,-2,-2,-9,0.5,-27,-4,-14
COC(=O)c1cc(OC)c(OC)c(OC)c1NC(=O)c1cccs1,-1,-2,-8,-5,-0.5,-11,1,2
S=C1NCN(CCCCc2ccccc2)CN1,3,1,6,-8,0.1,9,6,6
C/C(=N\OC(=O)c1ccccc1)c1cnn(-c2cc(C(F)(F)F)cc(C)n2)c1C,0,-2,-9,6,-0.8,-1,-6,-18
CCOC(=O)c1c[nH]c2onc(C)c2c1=O,-4,2,-9,-5,-0.2,10,2,-14
Cc1cc2c(N)cccc2nn1,6,106*,-21,-4,-0.8,-1,1,45
CC(C)(C)S(=O)(=O)/C(C#N)=C/N1CCC(n2cccc2)CC1,-1,-1,4,-8,-0.2,20,-7,2
C/C(=N\NC(N)=O)c1csc2ccccc12,0,-1,-6,-3,-0.4,4,6,-60
COCCOc1ncc(NC(=O)CSCC(=O)O)cc1C(F)(F)F,-4,3,-15,-6,-0.3,7,-4,-13
O=C(Oc1ccccc1N1CCOCC1)c1cccs1,-1,1,7,-5,-0.3,4,8,98*
Cn1c(=O)c2conc2c2c(=O)n(-c3ccccc3)c(=O)n(-c3ccccc3)c21,1,0,5,1,-0.1,-16,4,-13
Fc1cccc(-n2nnnc2-c2ccccc2Cl)c1,-7,7,2,-5,-0.2,2,2,16
O=C1c2ccccc2OCC1c1ccccc1 (stereo unspecified),2,-3,-2,-7,-0.7,23,2,-86
COc1ccc(CCNC(=S)NC2CC3CCC2C3)cc1OC (stereo unspecified),8,1,16,-8,0.0,-8,4,-61
Cc1nnsc1C(=O)Nc1cc(-c2ccccc2)nn1C,-2,2,-1,-6,-0.1,-6,-5,-13
N#Cc1sc2nnc(-c3ccncc3)n2c1N,8,-3,-34,-5,0.4,-21,-3,-11
COC(=O)CCCCCCCC(=O)Nc1cc(C)on1,1,5,-1,-6,-0.7,11,12,-98
CC(=O)Nc1sc(=Nc2ccc(C)c(C)c2)n(C(C)=O)c1-c1ccc2c(c1)OCO2,4,35*,-8,-6,-0.9,-11,5,29
CC(=O)Nc1cccc(-c2cc(-c3c(Cl)cccc3Cl)no2)c1,-4,-20,38,-6,nt,-3,4,27
O=C(CSc1nccc(C(F)(F)F)n1)c1cccnc1,23,3,4,-5,1.6,-2,-1,-11

# Eleven entries from above, with two lines to a compound:
# Below each compound – luminol inh ctr, PME-1 Maybr inh, S1P1 agonist, rat GALR2 ag, NOTCH ag, OPRK1 antag MB, TLR4-MyD88 inh, Nox1 inhibitor
- CN(C)c1ccc(-n2nnnc2SCC(=O)c2cc3ccccc3o2)cc1
 : 19, -1, -26, -3, 0.0, 2, 1, -12
- O=c1[nH]oc(O)c1-c1ccccc1
 : 2, 5, 10, -3, -0.1, -4, 9, 22
- S=C(NCCCN1CCOCC1)N/N=C/c1ccc(Cl)cc1
 : 5, 2, -5, -6, -0.1, 3, -7, 13
- Cc1nc(-c2cccs2)sc1C(=O)NN
 : 4, 2, -13, -7, 0.9, 2, -11, 26
- O=C(NCCOC(=O)c1c(F)cccc1Cl)c1c(F)cccc1Cl
 : 2, 5, -14, -4, -0.3, 1, 0, -48
- Cc1cc(=O)oc2cc(NC(=O)c3nccnc3C(=O)O)ccc12
 : -2, 2, 1, -7, -0.8, 13, -5, 7
- COc1ccc(OCCC(=O)NNC(=O)/C=C/c2ccc3c(c2)OCO3)cc1
 : -1, -1, 4, -11, 0.0, nt, 0, -30
- CCCN(CCC#N)C(=S)Nc1ccc(C)c(C)c1
 : -19, -3, 2, -8, -0.6, 5, 1, -26
- COc1ccc(CC(=O)N2CCN(c3ncccn3)CC2)cc1OC
 : 2, -1, -9, -7, -0.3, -2, -5, -13
- CC(C)=NN/C(N)=N/C(=S)Nc1ccccc1
 : 10, -2, -7, -2, 0.1, 2, 3, 51
- ON=C1C/C=C\CC(=NO)C/C=C\C1
 : -2, 2, 1, -9, 0.4, 1, 5, -55
